SRC2 inh – inhibits human steroid receptor coactivator 2; inhibition, % at 9 µM; hit rate 0.17% among 370,000; Q15596; HEK293 GAL4-SRC2 luciferase reporter, luminescence;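 active means inhibition above the mean inhibition of all tested compounds plus 3 SD, set per campaign, cut at about 52% in these data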;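 further: 0% = DMSO treated cells and 100% = cells given Gossypol at 36 µM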
The depositor's hits bear a star; & = joins results of further samples.

| SRC2 inh | SMILES |
| --- | --- |
| 7.2 | COc1cccc(CO[C@H]2C=C[C@@H](c3ccccc3)O[C@@H]2COC(C)=O)c1 |
| -10.9 | CC(C)C[C@H]1COc2cccc(F)c2S(=O)(=O)N1Cc1cn(Cc2ccc(F)cc2)nn1 |
| 1.4 | CCCCCCCCN1C(=O)[C@@H](CC(=O)N2CCCC2)C[C@@]2(C(=O)OC)C1=C[C@H](COCc1ccccc1)O[C@@H]2C |
| -13.1 | Brc1ccc(-c2nn3c(-c4ccccc4)nnc3s2)cc1 |
| -10.8 | COC(=O)c1cc2c(c3c4cc(C)ccc4n(S(=O)(=O)c4ccc(C)cc4)c13)C(=O)N(C)C2 |
| -20.2 | COc1ccc(-c2cccc3c4c([nH]c23)[C@@H]2C[C@H]3[C@@H](C(=O)N2CC4)[C@H](C)ON3C)cc1 |
| -23.7 | N/C(=N\OC(=O)COc1cc(Cl)c(Cl)cc1Cl)c1ccncc1 |
| 13.8 | CC(=O)c1cc(-c2cccc([N+](=O)[O-])c2)c(=O)n2c1CCC2 |
| 4.8 | Cc1ccc(Cl)cc1NC(=O)N(C)CCOC(=O)Nc1cccc(Cl)c1 |
| 12.9 | COC(=O)[C@]12C[C@H](CC(=O)N3CCCC3)C(=O)N(Cc3ccc(Cl)cc3Cl)C1=C[C@H](C(C)(C)C)O[C@@H]2C |
| -2.9 | N#Cc1ccc(OCC(=O)N[C@@H](Cc2ccccc2)c2nc3ccccc3[nH]2)cc1 |
| 13.4 | CN1CCCCC(NC(=O)C23CC4CC(CC(C4)C2)C3)C1=O (centres undefined) |
| -1.5 | COC(=O)C(Cc1ccc(O)cc1)NS(=O)(=O)Cc1ccccc1 (centres undefined) |
| -22.3 | C[C@]12Cc3ccccc3C1CC1=N[C@@H](c3ccc(C(F)(F)F)cc3)O[C@@]13C[C@@H]2C(=O)N3Cc1ccncc1 (some centres undefined) |
| 13.3 | O=C(CCc1c[nH]c2ccccc12)Nc1ccc(Oc2cccnc2)cc1 |
| -54.1 | O=C(Cc1ccccc1)NC(=S)Nc1ccc2oc(-c3ccccc3)nc2c1 |
| -0.1 | O=[N+]([O-])c1ccc(OCCCN2CCC(C(O)(c3ccccc3)c3ccccc3)CC2)c(Cl)c1 |
| -18.7 | CCOc1ccc(C(=O)Oc2ccc(NC(C)=O)cc2)cc1 |
| 23.1 | COc1ccc(S(=O)(=O)N2CCCc3nc(-c4ccc(Br)cc4)ccc32)cc1 |
| 6.3 | CCN(CC)C(=O)CC[C@@H]1CC[C@]2(CCCN(C(=O)C(C)(C)C)C2)O1 |
| -16.9 | CC(=NN1CCN(Cc2ccccc2Cl)CC1)c1ccc(O)cc1 |
| 11.5 | Cc1ccc(S(=O)(=O)NCC2CCN(C(=O)C(=O)c3cc4ccccc4o3)CC2)cc1 |
| -4.1 | Cc1ccc(Cn2cc(CN(C)S(=O)(=O)c3ccccc3Br)nn2)cc1 |
| -5.3 | C#CCN1C(=O)[C@]2(OCCC=C[C@H]2C)c2ccccc21 |
| -4.0 | CCOC(=O)c1[nH]c2ccc(OC)cc2c1NC(=O)C(C)N1CCSCC1 (centres undefined) |

Going on with the list.
| SRC2 inh | SMILES |
| --- | --- |
| 6.4 | Cc1cc(N2CCN(S(C)(=O)=O)C[C@@H]2C)ccc1N1CCN(Cc2ccccc2)[C@@H](C)C1 |
| 15.7 | O=C(OCCN1CCN(C2CN(Cc3cn(Cc4ccccc4Cl)nn3)S(=O)(=O)C2)CC1)c1cccs1 (centres undefined) |
| 33.1 | Cc1cc(NC(=O)c2ccc(NS(=O)(=O)c3ccccc3F)cc2)no1 |
| 16.0 | N#Cc1cccc(NC(=O)COC(=O)c2ccc3c(=O)n4c(nc3c2)CCC4)c1 |
| -24.2 | CSC(=Cc1ccc(C(=O)c2ccc(C)cc2)n1C)S(C)=O (centres undefined) |
| -12.6 | CC(=O)N1CCc2c1cccc2S(=O)(=O)NC(CC(C)C)C(=O)Nc1ccccc1C (centres undefined) |
| 13.6 | Nc1[nH]c(C(=O)c2ccccc2)c(-c2ccccc2C(F)(F)F)c1C(=O)c1c[nH]c2ccccc12 |
| -22.2 | O=C(CSc1nc2ccccc2o1)NN=C/C=C\c1ccccc1[N+](=O)[O-] |
| -9.2 | C[C@H](O)[C@@H]1CN2CCc3c([nH]c4c(-c5ccc6c(c5)OCO6)cccc34)[C@@H]2C[C@@H]1N(C)C(=O)c1ccco1 |
| -14.3 | O=c1c2ccccc2n(Cc2ccccc2)n1[C@@H](Cc1ccccc1)Cn1cc(-c2ccc(-c3ccccc3)cc2)nn1 |
| -0.6 | COC(=O)[C@@]1(C(C)C)N=C(c2cc(OC)c(OC)c(OC)c2)[C@]2(O1)C(=O)N(Cc1cn(Cc3ccccc3)nn1)c1ccc(F)cc12 |
| -9.1 | O=C1NC(NS(=O)(=O)c2ccc(Cl)cc2)(C(F)(F)F)C(=O)N1CCc1ccccc1 (centres undefined) |
| 4.5 | O=C(Nc1ccc(C(F)(F)F)cc1)OC1CCC12CCCCC2 (centres undefined) |
| 3.9 | O=C(CSc1ncnc2sc3c(c12)CCCC3)Nc1ccc(Oc2ccccc2)cc1 |
| 13.2 | CC1(C)C(=O)OC(c2cccn2-c2cccc([N+](=O)[O-])c2)C2(CCCCC2)C1=O (centres undefined) |
| -8.2 | CCOC(=O)C1=CCN(S(=O)(=O)c2ccc(Br)cc2)C1c1cccc(Br)c1 (centres undefined) |
| 22.4 | CC(c1c[nH]c2ccccc12)c1c[nH]c2ccc(Br)cc12 (centres undefined) |
| -4.1 | COc1ccc(N(CC(=O)N/N=C(\C)c2cccs2)S(=O)(=O)c2ccccc2)cc1Cl |
| -1.9 | O=C(Cn1nnc(-c2ccc(N3CCOCC3)cc2)n1)c1cccc(F)c1 |
| -19.1 | O=C(c1cc(F)ccc1F)N1CCC(Oc2cccnc2)CC1 |
| 9.9 | C[C@H]1CCC/C=C/C(=O)c2c(cc(O)c(Cl)c2O)CC(=O)O1 |
| -33.9 | NC(=O)C1CCN(c2nc(-c3ccccc3Br)cs2)CC1 |
| -18.7 | COP(=O)(CC(=O)OC(C)(C)C)C(CC(C)C)NC(=O)OCc1ccccc1 (centres undefined) |
| 1.9 | CC1(C)CC(=O)C=C(NCCN2CCNCC2)C1 |
| 0.2 | O=C(CCS(=O)(=O)c1ccccc1)Nc1cc(Cl)ccc1F |

(listing goes on)
| SRC2 inh | SMILES |
| --- | --- |
| 1.3 | CN(C)[C@H]1CCN(c2cccc3c2S(=O)(=O)N(C2CC2)CCCO3)C1 |
| -10.3 | Fc1ccc2nc(-c3ccc(CN4CCC5(CC4)CNc4ccccc45)cc3)c(-c3ccccc3)nc2c1 |
| 23.0 | COc1ccc(C2CCC3(CCC(=O)N3CCOC(=O)NCc3ccc(Cl)cc3)CC2)cc1 (centres undefined) |
| 6.6 | CCCCOCCCNC(=O)C[C@H]1C[C@@]2(C(=O)OC)C(=C[C@H](COCc3ccccc3)O[C@@H]2C)N(Cc2cccc3ccccc23)C1=O |
| 0.3 | CC(=O)N1[C@@H](CO)[C@@H](c2ccc(-c3cccc(F)c3)cc2)[C@@H]1CNCC1CCC1 |
| 0.2 | CCOC(=O)[C@]12CCCC=C1N(Cc1ccc(OC)cc1)C(=O)[C@@H]2CC(=O)NCCCCc1ccccc1 |
| 10.1 | CCCCOCCCNC(=O)C[C@H]1C[C@@]2(C(=O)OC)C(=C[C@H](C3CCCC3)O[C@@H]2C)N(CCc2ccc(OC)c(OC)c2)C1=O |
| -4.3 | O=C(c1cccc(Br)c1)N1CCC(Oc2cccnc2)CC1 |
| 17.4 | COC(=O)[C@]12C[C@H](CC(=O)N3CCC(c4ccccc4)CC3)C(=O)N(CCC3=CCCCC3)C1=C[C@H](C(C)C)O[C@@H]2C1CC1 |
| -4.4 | CN(CCc1ccccn1)C(=O)Cn1nc(-c2ccccc2)ccc1=O |
| 1.8 | C[C@@H]1ON(C)[C@H]2C[C@H]3c4cc(N5CCCCC5)ccc4CCN3C[C@@H]12 |
| -10.4 | Cc1ccc2[nH]c3c(NCc4ccccc4)ncnc3c2c1 |
| 15.3 | COC(=O)c1c(-c2ccc(OC)cc2)c2c(c3c4cc(OC)ccc4n(S(=O)(=O)c4ccc(F)cc4)c13)C(=O)N(C)C2 |
| -9.7 | Cc1ccc(-c2cc(C(=O)NN=C/C=C/c3ccco3)[nH]n2)cc1C |
| -6.3 | COC(=O)[C@]12C[C@H](CC(=O)N3CCSCC3)C(=O)N(CCC3=CCCCC3)C1=C[C@H](C1CCCC1)O[C@@H]2C |
| 10.8 | COc1ccc2c(c1)CCCN2C(=O)C1CCCN(S(=O)(=O)c2ccc(Br)s2)C1 (centres undefined) |
| 6.2 | CC(C)C[C@@H]1COc2cccc(F)c2S(=O)(=O)N1C |
| -17.8 | Cc1cc(C)nc(OC(=O)c2ccc(Cl)cc2Cl)n1 |
| 5.7 | CCC(=O)Nc1ccc2c(c1)C(=O)N(C)[C@H]1CC[C@H](CC(=O)NCCOC)O[C@@H]1CO2 |
| 17.0 | COC(=O)[C@@]1(Cc2ccccc2)[C@H]2c3cc(C(=O)N4CCCC4)n(Cc4ccsc4Br)c3C[C@H]2CN1C(=O)c1ccccc1 |
| 8.5 | Cc1ccc(S(=O)(=O)N2CCCCC2)cc1NC(=O)c1ccc2c(=O)n3c(nc2c1)CCCCC3 |
| 11.1 | C[C@H](O)[C@@H]1CN2CCc3ccc(N4CCOCC4)cc3[C@@H]2C[C@@H]1N(C)C(=O)c1cccc(Cl)c1 |
| 22.6&-27.8 | Cc1ccc(C2CCC3(CCC(=O)N3CCOC(=O)Nc3cccc(C#N)c3)CC2)cc1 (centres undefined) |
| -14.4 | CCOc1ccc(-n2c(COc3ccc(C)cc3)nnc2SCC(=O)Nc2ccc(F)c(F)c2)cc1 |
| 14.3 | COC(=O)[C@H](C(C)C)N(Cc1cn(Cc2ccccc2)nn1)S(=O)(=O)c1ccc(F)cc1Br |

Remaining list, next part.
| SRC2 inh | SMILES |
| --- | --- |
| -24.5 | CCC[C@@H](/C=C/C(=O)OC(C)(C)C)Sc1ccc(OC)cc1 |
| 0.2 | CCCC(=O)OC12CCCN(C1)/C(=C/c1cccc(N(C)C)c1)C2 (centres undefined) |
| -4.0 | CCCC[C@H](C(=O)N(C)c1ccccc1)[C@@H](O)c1ccc2ccccc2c1 |
| -64.5 | O=C1C[C@@H](O)[C@H](O)c2cccc(O)c21 |
| 12.6 | COc1cccc(-c2cccc3c4c([nH]c23)[C@@H]2C[C@H]3[C@@H](C(=O)N2CC4)[C@H](C)ON3C)c1 |
| -20.8 | Nc1[nH]c(C(=O)c2ccccc2)c(-c2ccc3ccccc3c2)c1C(=O)NCc1ccc(-c2ccccc2)cc1 |
| 16.4 | Nn1c(SCC(=O)Nc2ccccc2-c2ccccc2)nnc1-c1cc(-c2ccccc2)n[nH]1 |
| 4.5 | COC(=O)c1ccc(CN2C(=O)[C@]3(OCCC=C[C@H]3C)c3c(Br)cccc32)cc1 |
| -13.3 | CCCCOCCCNC(=O)C[C@H]1C[C@@]2(C(=O)OC)C(=C[C@H](C(C)(C)C)O[C@@H]2C)N(Cc2ccco2)C1=O |
| -18.4 | CCOC(=O)[C@]12CCCC=C1N(CCCOC)C(=O)[C@@H]2CC(=O)NCCc1ccccc1OC |
| 0.3 | COc1cc(OC)c(/C=N/NC(=O)c2ccc(Cn3nc([N+](=O)[O-])cc3C)cc2)c(OC)c1 |
| 24.8 | CCN(CC)C(=O)CC[C@H]1CC[C@]2(CCCN(c3ccccc3)C2)O1 |
| 1.8 | O=C(NC1CCCCN(Cc2ccc(Cl)cc2)C1=O)c1ccc(-c2ccccc2)cc1 (centres undefined) |
| -13.3 | Cc1ccccc1Cn1cc(CN2[C@H](CC(C)C)COc3cc(Br)ccc3S2(=O)=O)nn1 |
| -1.8 | COc1cc(OC)c(NC(=O)C(Sc2nc(C)cc(C)c2C#N)c2ccccc2)cc1Cl (centres undefined) |
| 12.3 | O=C(N[C@H](C(=O)N1CCC[C@H]1C(=O)NCCc1ccccc1Cl)c1ccccc1)c1ccc(Cl)c(Cl)c1 |
| -14.4 | Cc1ccc2c(c1)C(CS(=O)(=O)NC1CCCC1)NC2 (centres undefined) |
| 11.5 | COC(=O)[C@]12C[C@H](CC(=O)NCCC(C)C)C(=O)N(CCC3=CCCCC3)C1=C[C@H](C(C)(C)C)O[C@@H]2C |
| 0.6 | CCCN(CC1CC1)C(=O)CNc1nnnn1-c1ccccc1 |
| -8.6 | COC(=O)[C@H]1C[C@@]2(C)c3ccccc3N(S(=O)(=O)c3ccccc3)[C@H]2N1C(=O)CNC1CCCCC1 |
| -67.9 | COc1ccc(-c2cc(-c3nnc(SCC(=O)Nc4ccc(-c5nc6ccc(C)cc6s5)cc4)n3N)[nH]n2)cc1 |
| -30.0 | CCOC(=O)N[C@H](C(=O)N1CCC[C@H]1C(=O)NCCc1ccccc1Cl)C1CCCCC1 |
| 0.9 | COC[C@@H](O)[C@H]1OCc2cc(OC)ccc2[C@@H]1/C=C/c1ccccc1 |
| -7.6 | CCCCN(C)C(=O)CNc1nnnn1-c1ccccc1 |
| 18.6 | Cc1ccc(CNC[C@@]23CO[C@H](c4ccc(Cl)cc4)N2[C@@H](c2ccc(Cl)cc2)SC3)o1 |

Next part.
| SRC2 inh | SMILES |
| --- | --- |
| 29.3 | CC1CCC2(CCC(=O)N2CCCOC(=O)NC(C)(C)C)CC1 (centres undefined) |
| 6.9 | C=CCn1c(SCC(N)=O)nnc1-c1ccc(C)cc1 |
| -3.5 | COc1ccc(S(=O)(=O)NCC(=O)N2CCN(c3ccccn3)CC2)c(OC)c1 |
| 2.8 | Cc1nn(-c2ccccc2)c2sc(C(=O)NC3CCCCCCC3)cc12 |
| -9.3 | CC1CC(C)CN(C/C=C/c2ccccc2[N+](=O)[O-])C1 (centres undefined) |
| 2.9 | Brc1ccc2nc(-c3ccc(CN4CCC(c5nc6ccccc6[nH]5)CC4)cc3)c(-c3ccccc3)nc2c1 |
| 7.6 | CC(C)c1cc(C(C)C)c(S(=O)(=O)N2CCC(C(=O)NCc3cccs3)CC2)c(C(C)C)c1 |
| -0.2 | Nc1ccn([C@@H]2O[C@H](C(=O)NCC(=O)N3CCOCC3)[C@@H](O)[C@H]2O)c(=O)n1 |

Assay outcomes (PubChem BioAssay)

The list is partial; rates above refer to the full screens.
